p97 ATPase inh = human p97 ATPase inhibition; P55072; recombinant p97 ATPase, Kinase-Glo ATP luminescence, 3 h; inhibition, % at 8 µM; 220,000 tested, 0.42% active; AID 1481; in the data active = inhibition above about 15%;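 note: 0% = DMSO vehicle and 100% = wells lacking enzyme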
NPY-Y2 PAM-ag = human NPY-Y2 potentiation or agonism, primary screen | activation, % at 3.6 µM | cells expressing NPY-Y2, potentiator/agonist read-out | 220,000 tested, 0.45% active; in the data active = activation above about 27%;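 note: cells stimulated with NPY near EC25 plus isoproterenol at EC100; 0% = vehicle plus submaximal agonist and 100% = vehicle plus saturating agonist; some results beyond the cut were filed as inactive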
Target sequence (P49146 whole entry, looked up): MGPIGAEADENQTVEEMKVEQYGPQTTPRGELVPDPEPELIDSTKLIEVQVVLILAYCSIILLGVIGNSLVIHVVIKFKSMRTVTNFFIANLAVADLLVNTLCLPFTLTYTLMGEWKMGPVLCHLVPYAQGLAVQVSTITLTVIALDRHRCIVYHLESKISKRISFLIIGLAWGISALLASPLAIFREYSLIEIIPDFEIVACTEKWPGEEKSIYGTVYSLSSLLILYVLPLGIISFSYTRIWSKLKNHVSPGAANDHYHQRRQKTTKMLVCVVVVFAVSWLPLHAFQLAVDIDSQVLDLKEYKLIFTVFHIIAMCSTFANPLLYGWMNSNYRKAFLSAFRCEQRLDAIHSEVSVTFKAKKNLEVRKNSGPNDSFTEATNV
S1P4 agonist = activates the human S1P4 receptor; activation, % at 4.98 µM; AID 1509; O95977; S1P4-expressing cell line, agonist reporter assay; 220,000 tested, 0.35% active; in the data active = activation above about 11%;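 note: 0% = DMSO vehicle and 100% = reference agonist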
NPY Y1 blocker = antagonists of human neuropeptide Y receptor Y1 | P25929 | HEK293-CNG Y1 cells, membrane potential fluorescence; NPY at EC95, then isoproterenol | inhibition, % at 3.6 µM | 200,000 tested, 1% active | AID 1040;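 active = inhibition above the campaign mean inhibition of all tested compounds plus 3 SD, cut at about 20% in these data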;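 note: 0% = DMSO wells given NPY plus isoproterenol and 100% = isoproterenol alone without NPY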
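Test system – HEK293 Y1/CNG channel cell line · Also added – NPY agonist 25 nM, then isoproterenol 1 µM plus Ro 20-1724 25 µM · Compound dosing – one concentration, 3.6 µM, in 0.4% DMSO · Schedule – compound incubation 1 h at room temperature, readout 45 min post-stimulation · Technique – fluorescence, membrane potential probe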
EP2 modulator = modulates human prostaglandin E2 receptor EP2 signaling; EP2-expressing cells, cAMP HTRF FRET, PGE2 co-stimulation; 260,000 tested, 0.83% active; P43116; AID 940; induction, % at 25 µM;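 active = compounds whose cAMP rise, as percent of the full-agonist control response, exceeds 60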;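 note: rat C6 glioma line stably carrying human EP2 under a CMV promoter; the protocol text gives 20 µM as final concentration; 100% = response of wells given 1 µM PGE2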
Target sequence (P43116 whole entry, looked up): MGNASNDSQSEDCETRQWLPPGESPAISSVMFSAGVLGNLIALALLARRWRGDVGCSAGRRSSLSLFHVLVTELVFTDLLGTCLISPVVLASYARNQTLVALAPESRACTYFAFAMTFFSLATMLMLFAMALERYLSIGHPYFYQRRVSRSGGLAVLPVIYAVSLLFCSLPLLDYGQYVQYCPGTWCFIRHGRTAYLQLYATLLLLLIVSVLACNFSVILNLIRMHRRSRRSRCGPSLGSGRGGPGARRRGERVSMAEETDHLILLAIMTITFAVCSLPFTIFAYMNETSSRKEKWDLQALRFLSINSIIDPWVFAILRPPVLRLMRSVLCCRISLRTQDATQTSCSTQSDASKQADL
NPY-Y1 PAM-ag = human NPY-Y1 potentiation or agonism, primary screen | P25929 | NPY-Y1 expressing cells, potentiator/agonist activation | activation, % at 3.6 µM | 220,000 tested, 0.37% active | AID 1304; in the data active = activation above about 33%, passing the limit was not always enough;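 note: cells stimulated with NPY at EC10 then isoproterenol at EC100; 0% = low agonist plus stimulus and 100% = saturating agonist plus stimulus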
eIF4E 4G PPI = eIF4E/eIF4G interaction inhibition in translation initiation; P63073+Q04637; TR-FRET eIF4E-eIF4GI(517-606) binding, 2 h; inhibition, % at 21.7 µM; 220,000 tested, 0.37% active; AID 782;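 active = inhibition above about 30%, limit read from the data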;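 note: 0% = full FRET control wells and 100% = background wells lacking eIF4GI fragment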
PGE2 EP2 inh = blocks the human prostaglandin E2 receptor EP2; P43116; inhibition, % at 25 µM; AID 1422; C6 glioma cells expressing human EP2, cAMP TR-FRET; cells stimulated with saturating PGE2; 260,000 tested, 0.52% active;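 active = percent inhibition above 40 after rounding to a whole number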;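 note: rat C6 glioma host cells with rolipram phosphodiesterase inhibitor present; the protocol text gives 20 µM as final concentration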
S1P4 antagonist = antagonists of human S1P4 receptor. 220,000 tested, 0.26% active. inhibition, % at 4.98 µM. S1P4-expressing cells, antagonist mode, reporter read-out; in the data active = inhibition above about 29%;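 note: 0% = wells stimulated with agonist and 100% = vehicle wells without agonist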
An asterisk follows results filed as active; . = no result given; & = joins results of further samples; [ ] = dose if it differs, or a comment.

SMILES	p97 ATPase inh	NPY-Y2 PAM-ag	S1P4 agonist	NPY Y1 blocker	EP2 modulator	NPY-Y1 PAM-ag	eIF4E 4G PPI	PGE2 EP2 inh	S1P4 antagonist
O=C(O)c1cccc(NC(=S)NC(NC(=O)c2ccco2)C(Cl)(Cl)Cl)c1 (stereo unspecified)	10	-8	0.8	.	-34	10	2	4	2
CCOC(=O)/C(=C\C=C\N1CCOCC1)C(C)=O	-1	-12	0.7	-5	3	1	4	15	-13
Cc1n[nH]c(C)c1S(=O)(=O)N(CC(=O)NC1CCCC1)c1ccc(C(C)C)cc1	-6	10	0.6	0	-6	5	-5	24	-7
CC(C)CNC(=O)c1cc(-c2ccc(Br)cc2)on1	4	-15	0.6	7	8	-7	-4	10	-7
Cc1ccnc(N2C(=O)c3ccccc3C2Nc2cccc(C)c2C)c1 (stereo unspecified)	5	-2	0.9	0	33	1	5	7	-26
CCN(CC(=O)NCc1ccccn1)S(=O)(=O)c1ccc(Cl)cc1	4	-4	1.6	-3	15	3	1	17	-8
CCOC(=O)N1CCN(C(=O)C(=O)NNC(=O)COc2ccc(Cl)c(C)c2)CC1	-1	-16	0.3	5	8	-25	1	3	-3
Cc1cc(C)nc(SCc2nnc(SCC(N)=O)n2Cc2ccco2)n1	4	-5	-0.1	1	16	30	2[fluorescence artefact?]	8	-10
O=C(NC1CCN(C(=O)N2c3ccccc3Sc3ccccc32)CC1)c1ccco1	-7	8	-0.3	-7	-35	-1	3	7	-20
Cc1c(C(=O)NCc2ccc3c(c2)OCO3)cccc1[N+](=O)[O-]	5	1	1.2	1	19	-11	-1[fluorescence artefact?]	12	-17
CC(C)(C)NC(=O)C(c1ccncc1)N(C(=O)C1CSC(=O)C1)c1ccccc1 (stereo unspecified)	-1	-10	0.9	2	-16&4	0	-2	6&0	10
C[n+]1cccc(C2C(C#N)=C(N)Oc3c2ccc2ccccc32)c1 (stereo unspecified)	5	-21	2.4	.	-16	-11	3	7	5
COc1ccc(NC(=O)Nc2c(C)n(-c3ccccc3)c(=O)n2C)cc1OC	-2	3	5.2	-1	32	-20	3	11	-34
CCOC(=O)c1cnn2c(C(F)F)cc(C3CC3)nc12	6	5	-1.6	-8	-2	-12	8	-1	-15
CC(C)Sc1nc(N2CCOCC2)c2c(c1C#N)CC(C)(C)SC2	-5	-2	0.3	5	28	-22	-5	4	-23
COc1ccc(C=O)cc1Cn1ccnc1C	5	-10	-0.9	-3	31	2	-1	12	-2
Cc1cc(O)ccc1NC(=O)c1ccccc1	-1	-3	1.4	17	3	-12	1	17	-2
O=C(Cn1nnc2ccccc2c1=O)N[C@H](C(=O)O)c1ccccc1	8	12	1.0	.	13	-4	2	5	-10
CSc1nc2nccc(-c3ccc(Cl)cc3)n2n1	-6	5	-1.6	-5	15	8	4	14	2
O=C(c1sc2cc([N+](=O)[O-])ccc2c1Cl)N1CCCCC1	-2	9	0.0	-1	23	24	-2	4	-9
CN(C)c1ccc(/C=N/NS(=O)(=O)c2ccc(Br)cc2)cc1	6	-16	1.2	.	-36	-18	3	10	11
COc1ccc(OC)c(-n2c(-c3ccc(C)cc3)n[nH]c2=S)c1	6	1	0.4	3	8	11	-9	7	-24
COc1ccc(-c2c(-c3ccc(OCC(=O)NN)cc3O)n[nH]c2C)cc1	14	-2	-0.2	.	-26	8	-3	6	9
Cc1ccc(CSCC(=O)N/N=C/c2cccc(OC3CSC3)c2)cc1	1	15	1.6	1	-4	-4	1	17	-4
Cc1ccc(/C=N\NC(=O)/C(=C\Nc2nccc(C)n2)NC(=O)c2ccccc2)cc1	7	-13	1.9	.	-14	6	-2	4	-2
CC1(C)Cc2ccccc2-c2nnc(SCc3ccccc3)n21	0	-8	-0.6	10	7	-40	5[fluorescence artefact?]	6	3
CN(CC(=O)NCCc1ccc(S(N)(=O)=O)cc1)c1ccccc1	-2	3	1.1	1	4	-26	0	4	2
Cc1ccc(NC(=O)C2CC(Cl)=CCC2C(=O)O)c([N+](=O)[O-])c1 (stereo unspecified)	4	-17	-0.1	1	16	3	3	11	-14
COc1cc2[nH]c(=O)n(CCC(=O)N3CCc4ccccc4C3)c(=O)c2cc1OC	2	-4	-1.8	8	-16	15	5	11	6
O=C1CC(c2ccccc2)CC(O)=C1C=NCc1ccccc1 (stereo unspecified)	-2	-18	0.3	3	-1	-2	6	10	-2

Single values from the entries so far:
In NPY Y1 blocker, Cc1n[nH]c(C)c1S(=O)(=O)N(CC(=O)NC1CCCC1)c1ccc(C(C)C)cc1 reads 0
In NPY Y1 blocker, CC1(C)Cc2ccccc2-c2nnc(SCc3ccccc3)n21 reads 10

Additional compounds.
SMILES	p97 ATPase inh	NPY-Y2 PAM-ag	S1P4 agonist	NPY Y1 blocker	EP2 modulator	NPY-Y1 PAM-ag	eIF4E 4G PPI	PGE2 EP2 inh	S1P4 antagonist
COc1ccccc1N1CCN(C(c2cccs2)c2nnnn2C2CCCC2)CC1 (stereo unspecified)	3	1	-1.2	6	10	13	17	-5	10
c1ccc(Nc2nc(N3CCCCC3)nc(N3CCNCC3)n2)cc1	0	0	0.7	5	7	-2	1	28	-12
CCCCOCCCNC(=S)Nc1ccc(S(=O)(=O)N2CCOCC2)cc1	2	9	0.3	.	-17	24	-5	7	1
Cc1ccc(CC(=O)Nc2ccc([N+](=O)[O-])cc2C)cc1	-3	-1	0.6	4	-4	-5	4	1	2
CCCOCCOC(=O)c1[nH]c2c(c1C)C(=O)CC(c1cc(OC)ccc1OC)C2 (stereo unspecified)	-7	-3	1.2	35*	-13	-33	3	6	-4
CCOC(=O)C1=C(CSc2nccn2C)NC(=O)NC1c1ccc(OC)cc1 (stereo unspecified)	1	-9	1.1	5	18	23	-12[fluorescence artefact?]	4	-10
COC(=O)c1ccc(C2/C(=C(\O)c3ccc(OC)c(C)c3)C(=O)C(=O)N2c2cc(C)on2)cc1 (stereo unspecified)	7	10	2.0	5	31	9	1	24	-2
COc1ccc(N(C(=O)c2cccnc2)S(=O)(=O)c2ccccc2)cc1	4	-16	-1.6	-6	-23	15	6	4	-18
Cc1nc(-c2nnc(-c3ccccc3)o2)c(C(F)(F)F)o1	3	-5	-0.1	.	-37	12	3	8	-2
COc1ccc(Br)cc1S(=O)(=O)N1CCOCC1	3	-1	-0.5	0	22	3	-4[fluorescence artefact?]	12	-12
O=S(=O)(Nc1nc2ccccc2s1)c1ccc(Cl)s1	1	-2	0.5	-2	0	0	0	18	-11
COc1ccc(-c2ccc(=O)n(CC(=O)Nc3nnc(C(C)C)s3)n2)cc1OC	3	-1	1.4	4	33	5	6	7	12
Nc1ccccc1C(=O)/C=C/c1ccc2c(c1)OCO2	-5	5	0.2	11	-9	-12	0	6	11
CCOc1cc(CN2CCCCC2)ccc1OC	0	12	-0.4	0	7	-4	-4	7	7
O=C(O)C1CCC(Cn2c(SCc3cc(=O)n4cc(Br)ccc4n3)nc3ccsc3c2=O)CC1 (stereo unspecified)	-2	-37	-1.9	26*	43	-26	0	33	9
O=C(Nc1ccccc1O)c1cccc(S(=O)(=O)N2CCOCC2)c1	5	-14	-0.1	-2	-14	-4	0	9	6
CN(C)CCN1C(=O)c2oc3ccccc3c(=O)c2C1c1cccc(Br)c1 (stereo unspecified)	4	-2	-2.0	4	18	6	5	7	2
O=C(CN1C(=O)C2CC=CCC2C1=O)Nc1ccc(S(=O)(=O)Nc2nccs2)cc1 (stereo unspecified)	0	-5	1.6	.	-16	6	-13	6	-19
COc1cc(NC(=O)Cn2ncc(Cl)c(Cl)c2=O)c(C)cc1[N+](=O)[O-]	8	-4	10	-5	-21	21	1	3	93*
O=C(COc1ccc(Cl)cc1)Nc1ccccc1C(=O)NCc1ccco1	2	-22	1.2	5	17	-32	1	0	-15
Cc1ccsc1C(=O)OCC(=O)NCc1ccco1	9	-1	0.8	0	17	-3	0	9	-7
O=C(COc1ccc(Cl)cc1Cl)NN1C(=O)C2C3C=CC([C@@H]2C1=O)C31CC1 (stereo partly specified)	2	-12	1.1	.	7	4	4	8	-4
Cc1cc(=O)[nH]c(SCC(=O)NCc2ccco2)n1	3	8	-0.3	-2	23	5	5	-6	3
Fc1ccc(-n2cc(-c3ccccc3)c3c(NN4CCOCC4)ncnc32)cc1	13	-1	-2.5	2	-8	11	-2	6	7
CC(C)NC(=O)CCc1nnc(Cc2cccc(C(F)(F)F)c2)o1	2	8	-0.8	-3	2	6	3	4	10
O=C(Cn1c(=O)sc2ccccc21)N1CCOCC1	3	9	-0.6	0	14	27	3[fluorescence artefact?]	5	-42
CCOC(=O)c1cccc(NC(=O)CSc2nnc(CNc3ccc(C)cc3)n2CC)c1	6	8	2.3	-4	35	-24	-3	5	-13
Cc1ccccc1C(=O)Oc1ccccc1C(=O)N1CCOCC1	-5	-11	1.8	9	26	-18	5	13	-14
CC12CC(O)C3c4ccc(O)cc4CCC3C1CCC2=O (stereo unspecified)	5	-1	1.0	-3	-25	8	-4	1	-14
CCOc1ccc2nc(N/C(N)=N/C(=S)Nc3ccc(OC)cc3)nc(C)c2c1	1	-13	0.7	2	-27	2	-2	7	8
COc1ccc(OCCC(=O)OCC(=O)Nc2ccc(S(=O)(=O)N3CCOCC3)cc2)cc1	1	-10	0.4	-1	-14	4	-1	5	17
Cc1cccc(C(=O)Nc2cccc(C(=O)N3CCOCC3)c2)c1	-3	-4	1.4	-2	35	0	-3[fluorescence artefact?]	7	-13
O=C(CSc1nc(-c2ccccc2)cc(=O)[nH]1)N1CCOCC1	3	-2	1.1	3	29	-19	1	13	-16
CCOC(=O)C1=C(N)OC2=C(C(=O)CCC2)C1c1sccc1C (stereo unspecified)	-4	1	0.1	-1	33	20	-6[fluorescence artefact?]	8	-14
O=C(Nc1ccc(N2CCN(Cc3ccccc3Cl)CC2)cc1)c1cccnc1	1	4	2.0	-5	-70	-7	5	8	-5
CCNc1nc(NCC)nc(ON=C(C)C)n1	-2	14	0.6	4	13	7	-5	.	-3
O=C1CCC(/C=C/c2ccccc2)=NN1Cc1ccc(F)cc1	-3	-19	1.9	15	-64	-12	0	8	-8
COc1ccc(-c2cc(-c3ccccc3O)[nH]n2)cc1	-2	-11	1.7	11	0	17	2	5	8
O=C(CSc1nc(-c2ccco2)cc(C(F)(F)F)n1)NC1CCCCCCC1	-2	5	0.2	-1	-112&-55	-38	0	10&5	-7
Cc1ccc(-c2nc3c(=O)n(C)c4ccccc4c3o2)cc1	3	-5	2.1	1	-28	-1	-13	1	7
CC1CCN(C(=O)CC2C(=O)Nc3c2c(=O)n(C)c(=O)n3Cc2ccccc2)CC1 (stereo unspecified)	2	-3	1.1	7	15	18	-3	4	1
Cc1cc(C(=O)Cn2nc(C(=O)O)c3ccccc3c2=O)c(C)n1CCc1ccc(Cl)cc1	6	5	-0.9	5	20	22	2	6	-10
Nc1nc(NCc2ccco2)nc(N2CCCCC2)c1[N+](=O)[O-]	4	6	4.0	-5	15	18	5[fluorescence artefact?]	7	-14
Oc1ccc(CNc2ccccc2F)c2cccnc12	2	9	0.7	8	42&-32	-2	7[fluorescence artefact?]	8&9	-7

The list is partial, so the mix of outcomes need not match the whole.
